IEC-6 tox: counter-screen for KLF5 inhibitors: cytotoxicity in IEC-6 cells; IEC-6 cytotoxicity, luminescence viability; 290,000 compounds, 0.78% hits; inhibition, % at 5 µM; in the data active = inhibition above about 22%;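 also: 0% = plate median of test compound wells and 100% = cytotoxic reference compound wells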
TRPC6 act: mouse TRPC6 channel activation. AID 2550. HEK293-TRPC6 membrane potential dye fluorescence; hits give high values. B-score at 10 µM. 310,000 compounds, 0.13% hits;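 active = B-score of the integrated fluorescence ratio above library mean plus 3 SD, and starting fluorescence ratio within library mean plus 5 SD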;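 also: higher score means more depolarization so channel activation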
aSyn 5UTR inh: 5' untranslated region of α-synuclein, MLPCN primary screen | alpha-synuclein 5'UTR reporter, inhibitor activity | inhibition, % (tested at 7.5 µM) | 300,000 compounds, 0.82% hits; in the data active = inhibition above about 60%; inconclusive = no clear call, values can overlap the other calls;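 also: H4 neuroglioblastoma cells stably carrying SNCA 5'UTR luciferase fusion; 0% = DMSO wells and 100% = positive control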
TRPC4 block: TRPC4 (mouse) channel inhibition. HEK293 TRPC4beta/mu-opioid, DAMGO-evoked Fluo4 calcium flux; hits give low values. B-score at 10 µM. 300,000 compounds, 0.39% hits. AID 2247;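 active = B-score over 3 SD under the library average, no early fluorescence shift, positive overall ratio signal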
Target sequence (Q9QUQ5 whole entry, looked up): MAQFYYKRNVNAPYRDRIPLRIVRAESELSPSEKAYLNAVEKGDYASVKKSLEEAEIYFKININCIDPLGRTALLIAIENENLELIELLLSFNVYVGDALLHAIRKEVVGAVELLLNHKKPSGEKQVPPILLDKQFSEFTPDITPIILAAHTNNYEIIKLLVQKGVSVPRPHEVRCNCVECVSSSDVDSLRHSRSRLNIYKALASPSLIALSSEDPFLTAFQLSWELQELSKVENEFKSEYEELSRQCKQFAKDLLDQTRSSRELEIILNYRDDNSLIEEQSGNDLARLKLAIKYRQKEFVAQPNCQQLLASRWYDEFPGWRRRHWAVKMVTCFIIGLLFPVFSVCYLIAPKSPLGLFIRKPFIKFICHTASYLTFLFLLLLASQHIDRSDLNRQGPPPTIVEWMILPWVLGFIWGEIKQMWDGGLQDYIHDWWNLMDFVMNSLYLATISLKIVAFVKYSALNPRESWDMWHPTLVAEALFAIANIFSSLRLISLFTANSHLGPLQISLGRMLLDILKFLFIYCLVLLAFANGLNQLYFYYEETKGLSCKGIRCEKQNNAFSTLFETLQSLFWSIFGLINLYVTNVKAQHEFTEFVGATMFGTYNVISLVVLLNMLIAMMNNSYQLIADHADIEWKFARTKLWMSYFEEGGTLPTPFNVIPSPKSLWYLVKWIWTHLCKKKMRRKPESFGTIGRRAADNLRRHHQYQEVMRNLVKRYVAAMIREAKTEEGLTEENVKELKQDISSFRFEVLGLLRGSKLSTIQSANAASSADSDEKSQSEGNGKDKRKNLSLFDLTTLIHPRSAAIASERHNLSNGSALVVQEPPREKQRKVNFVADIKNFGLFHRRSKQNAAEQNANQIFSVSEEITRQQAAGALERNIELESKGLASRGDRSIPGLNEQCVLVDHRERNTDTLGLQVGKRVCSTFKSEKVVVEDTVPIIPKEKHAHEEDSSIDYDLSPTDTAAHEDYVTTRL
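Assay system – HEK293 line stably carrying TRPC4beta and mu-opioid receptor · Doses – single dose · Detection – Fluo4 calcium-dye fluorescence, kinetic read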
TRPC4 PAM: TRPC4 (mouse) allosteric potentiation. AID 2227. Q9QUQ5. B-score at 10 µM. 310,000 compounds, 0.42% hits. HEK293 TRPC4beta/mu-opioid, DAMGO EC20, Fluo-4 Ca2+ flux; hits give high values;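 active = B-score of calcium response area above 5 SD of library B-scores, with initial fluorescence ratio within 5 SD of library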;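 also: B-score of integrated fluorescence ratio over time as area under calcium response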
TRPC4 act: opens the mouse TRPC4 cation channel; Q9QUQ5; HEK293 TRPC4beta/mu-opioid, Fluo4 calcium fluorescence; hits give high values; B-score at 10 µM; 310,000 compounds, 0.49% hits; AID 2237;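 active = B-score above 5 SD of library B-scores, and initial fluorescence ratio not above library mean plus 5 SD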;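 also: positive B-score marks a calcium rise read as TRPC4 activation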
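System: HEK293 cells stably co-expressing mouse TRPC4beta and mu-opioid receptor; Schedule: Fluo4 dye loading 45 min at room temperature, 110 s recording; Detection: Fluo4 fluorescence, kinetic; Evaluation: B-scored integrated calcium fluorescence ratio; Controls: buffer (low) and maximal DAMGO (high).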
TRPC6 inh: mouse TRPC6 channel inhibition | Q61143 | HEK293-TRPC6, membrane potential dye, ACh-evoked depolarization; hits give low values | B-score at 10 µM | 310,000 compounds, 1.1% hits | AID 2553;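 active = B-score under library mean minus 3 SD, initial fluorescence not abnormally high, positive integrated signal ratio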;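 also: B-score derived from integrated fluorescence ratio over the kinetic read; more negative B-score means stronger inhibition of depolarization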
HIF act: HIF pathway transcriptional activation. U2OS HRE-luciferase reporter, luminescence; normalized: DMSO 0%, desferrioxamine 100%. activation, % at 7.5 µM (by protocol). 300,000 compounds, 0.32% hits;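 active = mean activation of at least 10% of the iron chelator positive control signal, with at least half of replicates also reaching 10%; inconclusive = mean and replicate majority disagree about reaching 10%; inactive = mean and most replicates under 10%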
MrgX1 antagonist: antagonists of human MrgX1 receptor; Q96LB2; MRGX1-HEK293 calcium flux, Fluo-4, BAM8-22 antagonism; hits give low values; B-score at 10 µM; 310,000 compounds, 1.3% hits; AID 588676;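 active = calcium-response B-score plate-corrected more than 3 library SD below zero, starting fluorescence within 5 deviations, no agonist response on first addition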;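 also: peak minus trough fluorescence over baseline after final BAM8-22 challenge near maximal dose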
SKKanGAS inh: blocks kanamycin growth of S. pyogenes SKKanGAS strain; BacTiter-Glo, 6 h; inhibition, % at 7.5 µM; 300,000 compounds, 1.3% hits; AID 1662;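 active = mean replicate score, as percent of positive control median, at least 50; inconclusive = mean below 50 but one replicate at or above 50; inactive = mean and every replicate below 50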;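 also: strain carries kanamycin resistance gene driven by streptokinase promoter and grows in 40 µg/ml kanamycin; loss of luminescence reflects streptokinase promoter inhibition or plain growth inhibition; 0% = median of DMSO wells and 100% = positive control at its reference dose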
KLF5 inh: inhibitors of KLF5 expression; inhibition, % at 5 µM; DLD-1 KLF5 promoter-luciferase reporter, luminescence; AID 1700; 290,000 compounds, 0.23% hits;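 active = inhibition above a per-plate limit of that plate's mean compound inhibition plus 3 SD, cut at about 60% in these data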;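 also: 0% = DMSO wells and 100% = LY294002 at 200 µM; higher means less KLF5 promoter-driven luciferase light; inactives centre near -14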
An asterisk follows results filed as active; i = inactive; ? = inconclusive; / = not tested or not shown.

canonical_smiles	IEC-6 tox	TRPC6 act	aSyn 5UTR inh	TRPC4 block	TRPC4 PAM	TRPC4 act	TRPC6 inh	HIF act	MrgX1 antagonist	SKKanGAS inh	KLF5 inh
COc1ccc(NC(=O)CN(C)C(=O)c2cc3c(cc2Cl)N2CCCCCC2=NS3(=O)=O)cc1	/	i	13	i	i	i	i	-0.8	i	-1	/
NS(=O)(=O)c1ccc(CCNC(=O)COC(=O)/C=C/c2ccccc2Cl)cc1	1	i	-6	i	i	i	i	-0.2	i	10	-12
Cc1ccccc1CN(C)C(C)C(=O)Nc1ccccc1F (stereo unspecified)	-7	i	-5	i	i	i	i	0.0	i	-1	-41
Cc1nc2ccc(-n3ccc(=O)cc3)cc2s1	2	i	-6	i	i	i	i	0.1	i	-3	-6
O=C(N/N=C/c1ccccc1F)c1csc2c1CCCC2	0	i	-235	i	i	i	i	-15	i	3	-23
O=C(CC(SCCO)c1ccc2c(c1)OCO2)c1ccco1 (stereo unspecified)	0	i	-98	i	i	i	i	1.2	i	-1	-21
C=C(C)CC(NCc1ccco1)c1ccc(OC)cc1 (stereo unspecified)	-2	i	-4	i	i	i	i	0.3	i	-3	-17
CCOC(=O)CNC(=O)CSc1nnc(-c2ccco2)n1N	-4	i	23	i	i	i	i	-0.1	i	1	-15
CC(=O)CSc1nnc(-c2ccc(S(=O)(=O)N3CCC(C)CC3)cc2)o1	-2	i	21	i	i	i	i	-0.4	i	3	-23
O=[N+]([O-])c1ccc(F)cc1Oc1nc(-c2cccnc2)nc2ccccc12	-5	i	-17	i	i	i	i	-1.2	i	2	-2
O=C1CCCCN1CC(=O)N1CCCC(N2CCN(c3ccccc3F)CC2)C1 (stereo unspecified)	5	i	2	i	i	i	i	0.2	i	5	1
CC1Oc2ccccc2N(Cc2ccccc2F)C1=O (stereo unspecified)	0	i	13	i	i	i	i	-0.3	i	3	0
O=C(CN1C(=O)c2ccccc2C1=O)Nc1ccc(Cl)cn1	-2	i	20	i	i	i	i	-0.6	i	4	-12
O=C(Nc1cccc(Cl)c1)Nc1cccc(Cl)c1	7	i	-137	i	i	i	i	2.5	i	17	-54
Cc1cc(NC(=O)CN2C(=O)NC3(CCC(C)CC3)C2=O)no1 (stereo unspecified)	1	i	21	i	i	i	i	0.2	i	-1	-1
Cc1ccc2c(c1)N(C(=O)CCC(=O)NCc1cccc(Cl)c1)CC(C)O2 (stereo unspecified)	-5	i	15	-7*	i	i	i	-0.4	i	-10	6
Cc1ccccc1C(=O)N1CCC(C(=O)NC2CCCC2)CC1	-10	i	-4	i	i	i	i	0.2	i	6	-9
O=C(NCc1ccccn1)c1cc2cc(Br)ccc2oc1=O	0	i	-3	i	i	i	i	-0.3	i	2	5
O=C(NCc1cccnc1)c1cc(Sc2ccccc2Cl)nc2ccccc12	4	i	-1	i	i	i	i	-0.5	i	-3	-17
CN1CCN(c2nc(N3CCN(c4ccccc4)CC3)ncc2F)CC1	2	i	20	i	i	i	i	/	i	-13	4
CCOC(=O)C1CCN(CC(C)(C)NS(=O)(=O)c2ccc(Cl)cc2)CC1	-1	i	-15	i	i	i	i	-0.3	i	1	-2
COc1ccc(OCc2cc(C(=O)N3CCCC(O)C3)no2)c2ccccc12 (stereo unspecified)	-2	i	-104	i	i	i	i	3.5	i	2	-83
CCC(C)Nc1nc2c(c(=O)n(C)c(=O)n2C)n1Cc1ccc(F)cc1 (stereo unspecified)	2	i	35	i	i	i	i	-0.1	i	-5	-12
CC(C)Oc1ccc(/C=C/C(=O)NCC2COc3ccccc3O2)cc1 (stereo unspecified)	-7	i	-6	i	i	i	i	0.3	i	-5	-24
C/C(CC(=O)Nc1cccc2c1CCCC2)=N\NC(=O)Cc1ccccc1	-6	i	-2	i	i	i	i	-0.5	i	2	-7
COc1ccc(Cl)cc1S(=O)(=O)N1CCCC(C(=O)NCc2ccncc2)C1 (stereo unspecified)	-4	i	-12	i	i	i	i	0.1	i	-4	-32
CCOCCn1c(=O)c2c(nc3n2CCCN3Cc2ccccc2)n(C)c1=O	-3	i	13	i	i	i	i	0.2	i	-3	1
Cc1cccc(NC(=O)C2CCN(S(=O)(=O)c3ccc4c(c3)C(C)(C)C(=O)N4C)CC2)c1C	-7	i	21	i	i	i	i	-0.3	i	2	-30
COc1cc(Br)c(CCNC(=O)Cc2ccccc2)cc1OC	-4	i	13	i	i	i	i	0.0	i	-3	-7
CC(C)OC(=O)Nc1ccc(Oc2c(F)c(F)c(F)c(F)c2F)cc1	-4	i	12	i	i	i	i	-0.2	i	-7	-12
CC(C)NC(=O)c1ccc(COCC(F)(F)C(F)F)cc1	6	i	-3	i	i	i	i	0.0	i	2	-19
Cc1ccc(S(=O)(=O)NCCC(=O)Nc2ccc(Cl)c(Cl)c2)cc1C	-4	i	3	i	i	i	i	-0.1	i	3	-6
CC(=O)c1cccc(NC(=O)c2ccco2)c1	5	i	-12	i	i	i	i	-0.1	i	2	-14
CCOc1cccc(/C(O)=C2/C(=O)C(=O)N(Cc3ccco3)C2c2ccncc2)c1 (stereo unspecified)	-4	i	9	i	i	i	i	0.3	i	6	-36
COc1cc(NC(=O)C/C(C)=N/NC(=O)Cc2ccc(Cl)cc2)c(OC)cc1Cl	4	i	-34	i	i	i	i	-0.7	i	4	2
CC(=O)COc1c(-c2ccco2)oc2ccccc2c1=O	-3	i	22	i	i	i	i	-0.5	i	-2	-23
COc1ccc(CCNC(=O)C(=O)NCC2OCCN2S(=O)(=O)c2ccccc2)cc1 (stereo unspecified)	-4	i	5	i	i	i	i	-0.2	i	-6	-18
COc1ccc(C(OC(=O)c2cccs2)C(=O)NCC2CCCO2)cc1 (stereo unspecified)	-6	i	-7	i	i	i	i	-0.2	i	-2	-8
COCCN(C(=S)Nc1ccc(C)c(C)c1)C(C)c1ccco1 (stereo unspecified)	-4	i	-8	i	i	i	i	0.3	i	-5	3
CCOc1ccc(Nc2nc(N)c([N+](=O)[O-])c(NCc3ccccc3)n2)cc1	-8	i	28	i	i	i	i	-0.3	i	1	-31
Nc1nnc(SCC(=O)N2CCN(c3ccccc3)CC2)s1	4	i	-10	i	i	i	i	0.0	i	0	-16
CCN(CC)C(=O)c1sc2c(c1C)c(=O)n(-c1ccc(OC)cc1OC)c(=O)n2CC(=O)c1ccccc1	5	i	10	i	i	i	i	?	i	-7	11
COc1ccc2[nH]c(C(=O)O)c(NS(=O)(=O)c3ccc(Cl)s3)c2c1	2	i	-12	i	i	i	i	0.3	i	7	-1
N#Cc1ccc(/C=N/NC(=O)CCc2ccc(S(=O)(=O)N3CCOCC3)cc2)cc1	0	i	27	i	i	i	i	-0.9	i	-6	-13
Cc1ccc2nc(N3CCCCC3)c(C=O)c(=O)n2c1	2	i	-20	i	i	i	i	1.6	i	-5	-62
CC(c1cccs1)N(Cc1ccco1)C(=O)Nc1ccc(Cl)c(Cl)c1 (stereo unspecified)	1	i	29	/	i	i	i	-0.6	i	27	-30
O=c1cc(CSc2nnc(Nc3ccccc3F)s2)nc2sccn12	0	i	26	i	i	i	i	4.0	i	5	-17
COc1cc(N)n(S(=O)(=O)c2ccc(C)cc2)n1	0	i	12	i	i	i	i	0.0	i	3	-7
CCN(CC)c1ccc(NC(=O)CN2C(=O)CC(C)(C)S(=O)(=O)c3ccccc32)c(C)c1	-6	i	-19	i	i	i	i	/	i	-3	8
CSCCC(NC(=O)c1ccccc1)C(=O)OCC(=O)Nc1ccc(C)c(Cl)c1 (stereo unspecified)	-5	i	-18	i	i	i	i	0.0	i	-2	-42

(cont.)
canonical_smiles	IEC-6 tox	TRPC6 act	aSyn 5UTR inh	TRPC4 block	TRPC4 PAM	TRPC4 act	TRPC6 inh	HIF act	MrgX1 antagonist	SKKanGAS inh	KLF5 inh
CCc1ccc(CN(C)C(=O)CCc2nnc(Cc3cccc(C)c3)o2)nc1	-6	i	-32	i	i	i	i	0.2	i	0	-1
Cc1ccc(C)c(OCC(=O)NCCN(C)C)c1	0	i	6	i	i	i	i	0.1	i	-12	-8
CCOC(=O)c1ccc(N2C(=O)CC(N3CCN(Cc4ccccc4)CC3)C2=O)cc1 (stereo unspecified)	1	i	12	i	i	i	i	0.1	i	-6	-12
CCCCN(C)C(=O)c1cccc(OC2CCN(CC(C)(C)C)CC2)c1	6	i	-15	i	i	i	i	-1.3	i	-6	-44
N#CC1=C(SCC(=O)Nc2ccc(C(=O)O)cc2)NC(=O)CC1c1ccco1 (stereo unspecified)	-13	i	4	i	i	i	i	-0.3	i	-7	-8
CCc1ccc(N2CC(C(=O)Nc3cccc(S(=O)(=O)N4CCCC4)c3)CC2=O)cc1 (stereo unspecified)	/	i	24	i	i	i	i	0.5	i	0	/
Cc1cc(C)n(-c2c(F)c(F)c(CO)c(F)c2F)n1	-2	i	7	i	i	i	i	-0.2	i	-5	-50
Cc1nn2c(=O)cc(COC(=O)c3ccc(NC(=O)C(C)(C)C)cc3)nc2s1	-2	i	3	i	i	i	i	-0.3	i	6	-7
Cc1ccc(C)c(NC(=O)CSc2nnc(CNC(=O)c3ccco3)o2)c1	3	i	-2	i	i	i	i	-1.1	i	0	5
COc1ccc(C(=O)C(OC(=O)c2ccccc2)c2ccccc2)cc1 (stereo unspecified)	3	i	-169	i	i	i	i	5.5	i	1	-37
O=C(c1ccc(Cl)cc1[N+](=O)[O-])N1CCN(c2ccccn2)CC1	-1	i	-12	i	i	i	i	0.1	i	-2	-23
Cc1ccc(CNC(=S)Nc2ccc(C)c([N+](=O)[O-])c2)cc1	-3	i	2	i	i	i	i	2.1	i	4	4
Cc1cc(C)n(-c2ccc(NC(=O)C3CCCCN3C(=O)c3ccoc3C)cc2)n1 (stereo unspecified)	1	i	-10	i	i	i	i	0.0	i	0	-34
Clc1cccc(CSc2nc3ccncc3[nH]2)c1	0	i	-61	i	i	i	i	2.5	i	3	-43
COC(=O)CCC(=O)Nc1ccc(Cl)c(Cl)c1	-3	i	22	i	i	i	i	0.4	i	1	-16

From PubChem BioAssay
